# Source: PubChem BioAssay (National Center for Advancing Translational Sciences (NCATS))
# S2 tox – viability counter-screen for ATXN expression inhibitors. actives 0.49% (n = 400,000). S2 cells (HEK-293 line with an ATXN2-luciferase reporter) viability, CellTiter-Fluor protease fluorescence, 24 h. Potency, µM (doses to about 56.7 µM), hits mostly cytotoxic. AID 651635; note: potency is the fitted concentration of half-maximal effect; nearly all actives have a fitted effect of over 40% in size
# HepG2 viability – counter-screen for TGF-b inhibitors: cytotoxicity in HepG2 cells; HepG2 CAGA-GFP viability, ATP luminescence, 18 h; Potency, µM (titrated, usually from 46.1 µM), inactives show at the top dose activity change, negative = cytotoxicity, usual class: cytotoxic; actives 0.76% (n = 410,000); AID 588856; note: potency is the fitted concentration of half-maximal effect; some results filed as inactive show a strong effect at the top dose
#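 CellTiter-Glo luminescence gave cytotoxicity after 18 hours at 37 degrees C. The cells were HepG2 CAGA-GFP in 1% FBS DMEM, stimulated with 500 pg/mL TGF-beta after compound addition. %Activity was normalised to no-cell wells (complete cell-killing) and DMSO (no toxicity), and curves were fitted and classified.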
# MCF10A rerep – DNA re-replication induction in MCF 10a cells | MCF 10A DNA re-replication, Hoechst nuclear intensity, 48 h | Potency, µM (doses to about 46.1 µM), for inactives: at the top dose activity, positive = re-replication, hits mostly activators | actives 2.9% (n = 350,000); note: potency is the fitted concentration of half-maximal effect; % of control where 0% means no effect; nearly all actives have a fitted effect of over 50% in size
# ATXN2 expr inh – inhibitors of ATXN2 expression | HEK-293 ATXN2-luciferase reporter, luminescence, 24 h | Potency, µM (doses to about 57 µM), for the others: at the highest dose activity change, negative = inhibition, actives largely listed as inhibitors | actives 0.72% (n = 360,000) | AID 1745845; note: potency is the fitted concentration of half-maximal effect; % is set by controls: 0 for no effect and ±100 for the full control effect; nearly all actives have a fitted effect of over 55% in size
#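 ATXN2-luciferase reporter cells (luciferase flanked by upstream and downstream ATXN2 gene portions) were treated 24 h at 37 °C with compounds at up to 57 uM. SteadyGlo luminescence gave expression; GF-AFC fluorescence gave viability.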
# A549 tox – kills or reduces viability of A549 cells in Nrf2 counter-screen; A549 ARE-Fluc cells, CellTiter-Fluor viability, 18-24 h; Potency, µM (highest dose often 46 µM), for the others: at the top dose activity change, negative = cytotoxicity, most hits filed as inhibitors; actives 0.16% (n = 390,000); AID 504648; note: potency is the fitted concentration of half-maximal effect; % is set by controls: 0 for no effect and ±100 for the full control effect
#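 A549 ARE-Fluc cells in 5% FBS OPTI-MEM, 5000 cells/well, rested 2 h then exposed to compounds in concentration-response for 18-24 h at 37 °C. Viability by CellTiter-Fluor fluorescence (Ex 405/Em 525) after 30 min; luciferase luminescence (BugLite, 15 min, RT) read afterwards.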
# IL-1B inflam inh – blocks inflammasome-driven IL-1 beta release; THP-1 LPS/ATP IL-1B secretion, AlphaLISA, 16 h; active compounds read low; activity change, % at 57.5 µM; actives 4.7% (n = 360,000); AID 743279; in the data active = activity change below about -50%; inconclusive = mostly about -30% to -49%; note: % is set by controls: 0 for no effect and ±100 for the full control effect
#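 Secreted IL-1B measured by AlphaLISA bead assay after 16 h compound exposure of THP-1 cells; compounds (final up to 57.5 uM) added 1 h before LPS (250 ng/mL) and ATP (1.25 mM) stimulation; lower signal means less secretion.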
# Nrf2 ARE act – activators of Nrf2 (ARE) signaling. AREc32 ARE-luciferase reporter (MCF7-derived line), luminescence, 24 h. Potency, µM (series often up to 46.1 µM), without a hit: at the highest dose activation, most hits filed as activators. actives 0.31% (n = 410,000). AID 624171; note: potency is the fitted concentration of half-maximal effect; % of control where 0% means no effect; nearly all actives have a fitted effect of over 65% in size
#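 Steps: seed AREc32_Fluc cells (1000/well, 5% FBS OPTI-MEM); incubate overnight at 37 deg C; add 23 nL compound; incubate 24 hr; add Steady-Glo; hold 30 min RT; read luminescence.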
# TGFb inhibitor – TGF-b pathway inhibition | HepG2 CAGA-GFP TGF-b/SMAD3 reporter, GFP fluorescence, 18 h; TGF-beta stimulated, 500 pg/mL final | Potency, µM (doses to about 46.1 µM), for inactives: at the highest dose activity, negative = inhibition, hits mostly inhibitors | actives 1.2% (n = 410,000); note: potency is the fitted concentration of half-maximal effect; % is set by controls: 0 for no effect and ±100 for the full control effect; nearly all actives have a fitted effect of over 65% in size
#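 First, reporter cells (HEPG2 CAGA-GFP) rested 2 h at 37 degrees C. Next, compounds were pinned in and TGF-beta added to 500 pg/mL final. After 18 h, GFP was imaged per cell and summed per well.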
# Nrf2 block – blocks Nrf2 signaling; actives 2.1% (n = 360,000); Potency, µM (top dose mostly 46 µM), without a hit: at the highest dose activity change, negative = inhibition, hits mostly inhibitors; A549 ARE-Fluc reporter, luciferase luminescence, 18-24 h; AID 504444; note: potency is the fitted concentration of half-maximal effect; % is set by controls: 0 for no effect and ±100 for the full control effect; nearly all actives have a fitted effect of over 60% in size
#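 Two sequential reads on A549 ARE_Fluc cells exposed to compound for 18-24 h: a CellTiter-Fluor fluorescence read for viability, then a luciferase luminescence read for Nrf2/ARE activity.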
# Starred values were filed as active, the others as inactive; i = inactive; ? = inconclusive; nt = not tested or not shown; [ ] = remark or other dose. Unless noted, calls come from the whole dose curve; as a rule, active = well fitted curve in the direction sought with a large enough effect; inconclusive = small, poorly fitted or top-dose-only effect, or another doubt; inactive = no such curve, though single readings can be large; an effect the other way counts as inactive or inconclusive.
# Field names: A = S2 tox; B = HepG2 viability; C = MCF10A rerep; D = ATXN2 expr inh; E = A549 tox; F = IL-1B inflam inh; G = Nrf2 ARE act; H = TGFb inhibitor; I = Nrf2 block
O=C(O)c1cccc(NC(=O)c2cn(-c3ccccc3)nc2-c2cccc(Br)c2)c1
  A: i; B: 6%; C: 13%; D: -9%; E: -1%; F: 30; G: 0.2%; H: ?; I: -6%
CCOc1cc(C=NNC(=O)N(c2ccccc2)c2ccccc2)ccc1O
  A: i; B: -14%; C: nt; D: 6%; E: nt; F: -16; G: 3.8%; H: 34%; I: nt
CCOc1ccc(C(=O)Nc2nc(-c3ccc(Br)cc3)ns2)cc1
  A: nt; B: -4%; C: nt; D: nt; E: 0%; F: nt; G: -0.5%; H: 0%; I: 6%
Cc1cc(Cl)c(S(=O)(=O)N(C)C)cc1OCC(N)=O
  A: i; B: -5%; C: -2%; D: 1%; E: -2%; F: 25; G: -0.4%; H: 11%; I: 8%
O=C(O)CCCCCCCCCCP(=O)(c1ccccc1)c1ccccc1
  A: ?; B: 15%; C: -9%; D: 1%; E: 0%; F: 31; G: 0.8%; H: -3%; I: -17%
COc1ccccc1Cn1c(=O)c2ccccc2n2c(Sc3ncnc4sccc34)nnc12
  A: ?; B: -4%; C: 18µM*; D: -29%; E: -4%; F: -85*; G: ?; H: 2%; I: 1%
Cc1cc(OCCCn2c(CCNC(=O)C3CCCCC3)nc3ccccc32)ccc1Cl
  A: nt; B: -115%; C: nt; D: nt; E: ?; F: nt; G: -0.2%; H: ?; I: ?
O=C(CCn1c(=O)c2cccn2c2cccnc21)NCc1ccccc1F
  A: nt; B: -23%; C: nt; D: nt; E: 3%; F: nt; G: 5.0%; H: -14%; I: 27%
CCc1ccc(NC(=O)C(=O)NCC(O)c2ccccc2)cc1 (stereo not given)
  A: i; B: -22%; C: -1%; D: -10%; E: 9%; F: -10; G: 3.0%; H: 2%; I: 18%
O=C(CS(=O)(=O)Cc1ccccc1)N1CCN(c2cccc(C(F)(F)F)c2)CC1
  A: i; B: -28%; C: 15%; D: -7%; E: 1%; F: -5; G: 2.5%; H: -6%; I: -24%
CNc1nc(C)c(C(=O)OCc2ccccc2)s1
  A: i; B: -13%; C: ?; D: 34%[activator]; E: -10%; F: -11; G: 3.1%; H: 0%; I: -3%
O=C(Cc1ncc(C(F)(F)F)cc1Cl)Nc1cccc(Br)c1
  A: i; B: -7%; C: 2%; D: -19%; E: 3%; F: 1; G: -0.8%; H: 1%; I: -21%
CC(=O)OC(C(=O)NCCN1CCOCC1)c1c(F)cccc1F (stereo not given)
  A: i; B: 6%; C: 6%; D: nt; E: -11%; F: -3; G: 1.2%; H: -15%; I: -19%
CC(=O)c1ccc(OCc2cc(C(=O)NCC3CCCCO3)no2)cc1 (stereo not given)
  A: i; B: -1%; C: -1%; D: 11%; E: 7%; F: 9; G: -0.1%; H: -5%; I: 0%
COc1ccc(C/C(N)=N/OC(=O)c2cccc([N+](=O)[O-])c2)cc1
  A: i; B: 2%; C: ?; D: -7%; E: 3%; F: -12; G: -0.2%; H: ?; I: -2%
CC(OC(=O)C1CC(=O)N(Cc2ccccc2)C1)C(=O)Nc1cccc(C#N)c1 (stereo not given)
  A: i; B: 1%; C: 1%; D: 7%; E: -8%; F: 4; G: 0.0%; H: 0%; I: 4%
Cc1ccc(OC(F)F)c(NC(=O)Nc2cccc(C(F)(F)F)c2)c1
  A: ?; B: -96%; C: ?; D: ?; E: -22%; F: -99*; G: -1.0%; H: ?; I: nt
Cc1cc(NC(=O)c2c(Br)c(C)nn2C)no1
  A: i; B: 1%; C: 0%; D: -1%; E: 15%; F: 29; G: 0.9%; H: -3%; I: 18%
NS(=O)(=O)c1ccc(NC(=O)CSc2n[nH]c(=O)n2Cc2ccccc2)cc1
  A: i; B: 4%; C: -4%; D: 0%; E: 1%; F: 3; G: -0.9%; H: 4%; I: 13%
COc1cccc(-c2cnc(C(O)c3c(C)cccc3C)[nH]2)c1 (stereo not given)
  A: i; B: -2%; C: nt; D: 16%; E: nt; F: 13; G: 0.6%; H: 2%; I: nt
COc1ccc(N(CC(=O)N/N=C/c2cccs2)S(=O)(=O)c2ccccc2)cc1
  A: i; B: 9%; C: -9%; D: ?; E: -6%; F: -13; G: -0.1%; H: -6%; I: -21%
COc1cc(C(=O)N2CCCN(C)CC2)cc(OC)c1C
  A: i; B: 0%; C: ?; D: 1%; E: 2%; F: -20; G: 0.4%; H: 7%; I: 0%
CC1(c2nnc(-c3ccncc3)o2)CC(c2c(Cl)cccc2Cl)=NO1 (stereo not given)
  A: i; B: -7%; C: -2%; D: -8%; E: 3%; F: -26; G: 0.3%; H: -1%; I: 9%
O=C1NC(c2ccncc2)C(C(=O)c2cccs2)C(O)(C(F)(F)F)N1 (stereo not given)
  A: nt; B: 1%; C: 2%; D: nt; E: -1%; F: 15; G: 0.1%; H: -5%; I: 6%
CCN(CC)CCOC(=O)c1ccc(N=CC2=C(O)CC(C)(C)CC2=O)cc1
  A: i; B: -11%; C: 5%; D: -3%; E: 9%; F: 6; G: -0.3%; H: 6%; I: -4%
C/C(=C\c1ccco1)C1C(C#N)=C(N)Oc2n[nH]c(-c3ccc(C)cc3)c21 (stereo not given)
  A: ?; B: -37%; C: -1%; D: -14%; E: -6%; F: -5; G: 18%; H: -19%; I: -19%
Cc1ccc(S(=O)(=O)N(C)c2c(C)ccc(S(N)(=O)=O)c2C)cc1
  A: i; B: 6%; C: 0%; D: 3%; E: -5%; F: 20; G: -0.7%; H: 2%; I: ?
Cc1noc(C)c1C(=O)NC(C)C12CC3CC(CC(C3)C1)C2 (stereo not given)
  A: i; B: -23%; C: ?; D: -4%; E: 1%; F: -9; G: -0.6%; H: 2%; I: 9%
O=C(COC(=O)c1ccccn1)Nc1ccc2c(c1)OCCO2
  A: i; B: -2%; C: 2%; D: 6%; E: 1%; F: 25; G: -0.6%; H: 5%; I: ?
Cc1ccc(S(=O)(=O)N2CCC3(CC2)OCCN3S(=O)(=O)c2cccs2)cc1
  A: i; B: -16%; C: ?; D: -13%; E: -15%; F: -3; G: 0.8%; H: -1%; I: ?

# Exported with values under each structure: entries from further up
# Order of results: S2 tox	HepG2 viability	MCF10A rerep	ATXN2 expr inh	A549 tox	IL-1B inflam inh	Nrf2 ARE act	TGFb inhibitor	Nrf2 block
- COc1ccc(N(CC(=O)N/N=C/c2cccs2)S(=O)(=O)c2ccccc2)cc1
→ i	9%	-9%	?	-6%	-13	-0.1%	-6%	-21%
- COc1cc(C(=O)N2CCCN(C)CC2)cc(OC)c1C
→ i	0%	?	1%	2%	-20	0.4%	7%	0%
- CC1(c2nnc(-c3ccncc3)o2)CC(c2c(Cl)cccc2Cl)=NO1 (stereo not given)
→ i	-7%	-2%	-8%	3%	-26	0.3%	-1%	9%

# Ordered by length of the SMILES (lowest first): part of the list above
# Field names: A = S2 tox; B = HepG2 viability; C = MCF10A rerep; D = ATXN2 expr inh; E = A549 tox; F = IL-1B inflam inh; G = Nrf2 ARE act; H = TGFb inhibitor; I = Nrf2 block
CCc1ccc(NC(=O)C(=O)NCC(O)c2ccccc2)cc1 (stereo not given)
  A: i; B: -22%; C: -1%; D: -10%; E: 9%; F: -10; G: 3.0%; H: 2%; I: 18%
CC1(c2nnc(-c3ccncc3)o2)CC(c2c(Cl)cccc2Cl)=NO1 (stereo not given)
  A: i; B: -7%; C: -2%; D: -8%; E: 3%; F: -26; G: 0.3%; H: -1%; I: 9%
CCN(CC)CCOC(=O)c1ccc(N=CC2=C(O)CC(C)(C)CC2=O)cc1
  A: i; B: -11%; C: 5%; D: -3%; E: 9%; F: 6; G: -0.3%; H: 6%; I: -4%

# (cont.)
# Field names: A = S2 tox; B = HepG2 viability; C = MCF10A rerep; D = ATXN2 expr inh; E = A549 tox; F = IL-1B inflam inh; G = Nrf2 ARE act; H = TGFb inhibitor; I = Nrf2 block
COc1ccc(NC2=C3CC(C)CC=C3N(c3ccc(OC)cc3)C2=O)cc1 (stereo not given)
  A: i; B: 7%; C: 0%; D: -19%; E: -5%; F: -8; G: 3.3%; H: 3%; I: 15%
CCc1ccc(C(=O)NNC(=O)CN2C(=O)NC3(CCCC3)C2=O)cc1
  A: ?; B: -8%; C: 2%; D: nt; E: 0%; F: 8; G: 0.5%; H: -2%; I: 1%
CC(=O)Nc1nc(-c2ccc3c(c2)CCN3C(=O)C2CC2)c(C)s1
  A: i; B: -12%; C: 24%; D: 18%; E: 2%; F: -5; G: 11%; H: -2%; I: ?
CCCN(CC(=O)Nc1ccccc1OC)C(=O)Cn1[nH]c(=O)c2ccccc2c1=O
  A: i; B: 8%; C: 6%; D: 5%; E: -5%; F: 0; G: 3.5%; H: -1%; I: -16%
COC(=O)c1cccc(NC(=O)c2cccnc2)c1
  A: i; B: -62%; C: -1%; D: -4%; E: -5%; F: 6; G: 2.2%; H: -5%; I: -11%
COCCN(C(=O)Cn1nnc2ccccc21)C(C(=O)NC1CCCCC1)c1ccc(OC)cc1OC (stereo not given)
  A: i; B: -11%; C: 13%; D: 2%; E: -9%; F: -11; G: 0.3%; H: 8%; I: 1%
Cc1oc2c(C)c(O)ccc2c(=O)c1-c1cnn(-c2ccccc2)c1
  A: i; B: -73%; C: ?; D: -6%; E: -8%; F: 33; G: 2.6%; H: ?; I: -7%
Cc1ncc(CN2CCCC(CCC(=O)NCc3ccc(F)c(F)c3)C2)s1 (stereo not given)
  A: i; B: -1%; C: 9%; D: -7%; E: -2%; F: 5; G: 0.1%; H: 16%; I: -5%
Cc1c(Cl)ccc2sc(N3CCN(C(=O)c4ccco4)CC3)nc12
  A: ?; B: -50%; C: nt; D: ?; E: 3%; F: nt; G: 6.5%; H: ?; I: nt
CC(Sc1nc(-c2ccco2)nc2c1c(=O)n(C)c(=O)n2C)C(=O)O (stereo not given)
  A: i; B: 17%; C: 2%; D: nt; E: 1%; F: 6; G: 12%; H: -3%; I: -11%
